From PubChem BioAssay
MMP13 inh = MMP13 (human) collagenase inhibition. P45452. MMP-13 fTHP FRET cleavage, Mca fluorescence. inhibition, % at 4 µM. 65,000 tested, 0.07% active. AID 570;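 active = inhibition above the mean of compound-free control plate wells plus 3 SD, cut at about 14% in these data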;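 also: 0% = DMSO wells and 100% = wells with reference MMP-13 inhibitor after basal subtraction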
JNK3 blocker = blocks human JNK3 kinase activity; P53779; purified JNK3 kinase activity, HTS; inhibition, % at 8 µM; 60,000 tested, 0.61% active; AID 746; in the data active = inhibition above about 17%;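 also: 0% = DMSO and 100% = reference inhibitor; many of its hits are not listed in these tables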
Autofluor 339 = intrinsic fluorescence of library compounds, ex339/em460 – biochemical, MLSMR library, data from DPM-DC assay, artefact control, profiling panel | AID 709 | 65,000 tested, 5.5% active | fluorescence fold increase at 10 µM | compound autofluorescence, ex339/em460 nm, NADH buffer; hits give high values; 1 = no-compound wells, NADH background;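 active = at 10 µM, mean starting fluorescence two-fold or more over control wells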;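 also: signal is the first read of a kinetic run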
HEK293 NFkB inh = lowers PMA/ionomycin-induced NF-kB signal in HEK293 cells. HEK-293 NF-kB luciferase reporter, luminescence. inhibition, % at 3 µM. AID 465. 62,000 tested, 0.21% active;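 active = inhibition above the mean of all tested compounds plus 3 SD, cut at about 40% in these data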;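 also: 0% = stimulated DMSO wells and 100% = 10 µM reference inhibitor 5653914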
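System – HEK-293 cells with stable firefly luciferase reporter driven by four HIV NF-kB elements · Doses – one dose, 3 µM · Schedule – 1 h compound pre-incubation, 16 h PMA/ionomycin at 37 °C · Technique – luminescence from luciferase substrate reagent · Measure – percent inhibition normalized per plate to DMSO and reference-inhibitor controls · Replicates – tested once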
NADH enzymes = inhibition of NAD/NADH coupling enzymes, library profiling; 65,000 tested, 0.02% active; coupled PK/LDH NADH assays, four targets; IC50, µM (top dose mostly 10 µM), inactives show at the top dose inhibition; AID 774;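 active = single-dose screening hits from any of four coupled enzyme assays that gave an IC50 when retested across doses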;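 also: the DPM-DC format reads NADH fluorescence rather than 340 nm absorbance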
tolC growth inh = blocks growth of E. coli BW25113 tolC mutant; OD615; growth inhibition, % at 10 µM (by protocol); 65,000 tested, 2.2% active; AID 573;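 active = growth inhibition at or above a cutoff equal to the mean over every tested compound plus 3 SD, cut at about 60% in these data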;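 also: growth measured after 20 h incubation at 37 °C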
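Material: E. coli BW25113 ΔtolC::kan, tolC deletion mutant strain. Measure: percent growth inhibition. Schedule: 37 °C, 20 h exposure. Doses: single-point testing at 10 µM. Signal: A615 absorbance measurement. Buffer or medium: kanamycin-containing LB broth (50 µg/mL).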
PKA inh = PKA (human) kinase inhibition. inhibition, % at 6 µM. PKA Kemptide phosphorylation, Kinase-Glo ATP luminescence. 65,000 tested, 0.1% active;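 active = inhibition above the screen-wide mean inhibition plus 3 SD, cut at about 21% in these data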; also: many of its hits are not listed in these tables
A340 absorber = compound absorbs light at 340 nm | compound absorbance at 340 nm, fold over control | fold change at 10 µM | 65,000 tested, under 10 active;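 active = at 10 µM dose, initial 340 nm absorbance at least 2 fold that of control wells; inactive = change under 2 fold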;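 also: initial absorbance extrapolated from kinetic A340 decline of NADH oxidation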
ROCK2 blocker = ROCK2 (human) kinase inhibition | purified ROCK2, Kinase-Glo ATP depletion luminescence | 60,000 tested, 0.35% active | AID 604 | inhibition, % at 6 µM | O75116;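 active = inhibition above the screen-wide mean inhibition plus 3 SD, cut at about 18% in these data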;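 also: plate controls were DMSO wells for no effect and Y-27632 control wells after no-enzyme background subtraction for full effect; many of its hits are not listed in these tables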
Target sequence (O75116 whole entry, looked up): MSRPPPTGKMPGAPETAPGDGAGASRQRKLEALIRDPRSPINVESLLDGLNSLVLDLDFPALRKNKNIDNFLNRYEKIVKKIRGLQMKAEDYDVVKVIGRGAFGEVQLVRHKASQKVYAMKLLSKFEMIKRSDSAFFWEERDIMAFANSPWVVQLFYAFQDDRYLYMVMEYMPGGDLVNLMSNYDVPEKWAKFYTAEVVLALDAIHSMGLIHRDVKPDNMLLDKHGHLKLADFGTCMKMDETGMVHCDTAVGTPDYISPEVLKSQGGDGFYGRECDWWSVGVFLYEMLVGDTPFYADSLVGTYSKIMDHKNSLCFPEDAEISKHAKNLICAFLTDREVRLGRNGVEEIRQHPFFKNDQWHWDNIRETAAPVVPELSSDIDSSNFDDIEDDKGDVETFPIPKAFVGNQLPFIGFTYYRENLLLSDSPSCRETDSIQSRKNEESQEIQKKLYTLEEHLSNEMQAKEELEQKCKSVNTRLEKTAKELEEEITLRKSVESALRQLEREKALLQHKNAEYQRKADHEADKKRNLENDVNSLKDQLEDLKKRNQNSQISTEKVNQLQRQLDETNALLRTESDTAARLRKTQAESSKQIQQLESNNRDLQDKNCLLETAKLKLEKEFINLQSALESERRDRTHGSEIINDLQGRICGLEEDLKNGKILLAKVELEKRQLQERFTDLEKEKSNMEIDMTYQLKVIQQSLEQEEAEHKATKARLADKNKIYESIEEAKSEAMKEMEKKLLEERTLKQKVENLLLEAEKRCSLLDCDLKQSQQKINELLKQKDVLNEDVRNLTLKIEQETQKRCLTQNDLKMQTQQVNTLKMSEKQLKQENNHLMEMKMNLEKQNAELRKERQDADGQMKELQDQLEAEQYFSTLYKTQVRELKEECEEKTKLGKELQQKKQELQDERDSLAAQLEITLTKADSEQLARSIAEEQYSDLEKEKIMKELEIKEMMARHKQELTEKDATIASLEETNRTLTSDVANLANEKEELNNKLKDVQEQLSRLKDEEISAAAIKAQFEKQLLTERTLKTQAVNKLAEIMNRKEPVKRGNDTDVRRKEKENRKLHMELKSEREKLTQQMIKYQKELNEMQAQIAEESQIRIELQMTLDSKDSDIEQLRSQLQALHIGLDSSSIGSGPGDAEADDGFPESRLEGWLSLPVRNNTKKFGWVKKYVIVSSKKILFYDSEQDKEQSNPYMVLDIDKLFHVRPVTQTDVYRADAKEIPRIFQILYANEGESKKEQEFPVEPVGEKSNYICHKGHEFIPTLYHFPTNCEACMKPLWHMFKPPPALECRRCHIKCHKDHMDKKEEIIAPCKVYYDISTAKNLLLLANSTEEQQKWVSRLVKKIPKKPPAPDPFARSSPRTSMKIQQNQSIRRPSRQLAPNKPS
* hit, by the source's call; · = no result given; [ ] = another dose, or the depositor's remark. Only part of the results is shown; count on the stated rates, not on these rows.

SMILES	MMP13 inh	JNK3 blocker	Autofluor 339	HEK293 NFkB inh	NADH enzymes	tolC growth inh	PKA inh	A340 absorber	ROCK2 blocker
COc1ccccc1NC(=O)NC1(C(=O)N2CCC(O)CC2)CCCCC1	-10	0	1.1	16	1%	-22	-3	1	0
CCCCCCOc1ccc(N2C(=O)CC(N3CCN(C(=O)c4ccco4)CC3)C2=O)cc1 (stereo unspecified)	-2	2	1.1	·	3%	-8	0	1	1
Cc1ccccc1NS(=O)(=O)c1cc(C(N)=O)ccc1C	5	3	1.1	12	3%	-11	9	1.1	9
CC(O)(C#CCN1CCOCC1)c1ccccc1 (stereo unspecified)	2	1	1.1	·	4%	10	1	1	-2
O=C(OCc1ccc2c(c1)OCO2)c1ccc(S(=O)(=O)N2CCCCC2)cc1	2	0	1.1	22	2%	1	7	1.1	9
CCn1c(NCc2cccc(OC)c2OC)nc2ccccc21	0	6	1.1	2	1%	3	8	1	1
CC(Sc1nncn1C)C(=O)Nc1ccccc1-c1ccccc1 (stereo unspecified)	7	-14	1.1	14	3%	-14	1	1	4
Cc1ccc(N(CC(=O)NC2CC3CCC2C3)S(C)(=O)=O)cc1C (stereo unspecified)	-3	·	1.1	18	4%	4	-4	1	·
CN1CCN(c2ccccc2NC(=O)c2ccc(-c3ccccc3)cc2)CC1	0	7	1.1	1	8%	20	5	1	4
CCOC(=O)c1ccc(NC(=O)c2c(O)c3ccccc3n(C)c2=O)cc1	-1	·	1.1	10	2%	-3	-5	1.1	·
O=C(Cn1c(NCCCO)nc2ccccc21)c1ccc(Br)cc1	-3	5	1	8	5%	19	8	1	9
CCC(=O)N1c2ccc(S(=O)(=O)CCC(=O)Nc3nccs3)cc2CC1C (stereo unspecified)	-7	5	1.1	10	8%	-22	9	0.99	6
CCC(=O)n1nc(NCc2ccccc2OC)nc1NCc1ccccc1OC	-2	6	1.1	3	4%	53	-2	1	6
CCOC(=O)N1CCN(CC(=O)c2ccc3c(c2)CCN3C(C)=O)CC1	-3	-1	1.2	18	6%	-6	-7	1.1	-1
CN1CCN(S(=O)(=O)c2ccc(NC(=O)C3CCCO3)cc2)CC1 (stereo unspecified)	-1	-7	1	13	4%	-11	2	1	4
O=C(/C=C/Nc1ccc(F)c(Cl)c1)c1ccco1	-1	1	1.2	-24	6%	13	6	1.1	9
CCC1CCC(NC2CCCCNC2=O)CC1 (stereo unspecified)	0	0	1.1	5	1%	-6	11	1	6
O=C1NCCCC1C(=O)Nc1cccc(C(F)(F)F)c1 (stereo unspecified)	2	0	1.1	-6	4%	-13	6	1	-1
Cc1csc2nc(CNS(=O)(=O)N(C)C)cn12	-2	-6	1	2	4%	-9	4	1.1	-2
O=C(NCCc1ccccc1)C1c2ccccc2C(=O)N1C1CC1 (stereo unspecified)	5	-5	1.1	14	4%	-1	14	1	2
Cc1ccc(N2CCN(C(=O)N3CCCC3)CC2)cc1Cl	2	-1	1.1	13	10%	22	11	0.99	6
O=C(Cn1cnc2ccccc2c1=O)NCCC(=O)N1CCN(Cc2ccccc2)CC1	-1	3	1	22	1%	-7	-2	0.98	-3
CSc1nsc(SCc2cnc(C)nc2N)n1	5	-5	1.1	19	2%	6	11	0.99	5
O=C(Cn1cc2c(n1)CCCC2)N1CCCC1	4	0	1.1	9	9%	-17	9	1	-5
CC(C)CCN1C(=O)c2ccc(C(=O)NCC3CCCO3)cc2C1=O (stereo unspecified)	-4	-7	1.1	17	4%	0	-5	1	-7
The list continues:
SMILES	MMP13 inh	JNK3 blocker	Autofluor 339	HEK293 NFkB inh	NADH enzymes	tolC growth inh	PKA inh	A340 absorber	ROCK2 blocker
O=C(C1CCN(S(=O)(=O)c2ccccc2)CC1)N(CCc1ccccc1)Cc1ccco1	-4	-12	1	9	3%	50	-10	1.1	-8
COC(=O)c1cc(NC2c3ccccc3C(=O)N2CCN2CCOCC2)cc(C(=O)OC)c1 (stereo unspecified)	1	12	1.5	17	6%	2	8	1	2
Cc1nn(-c2ccc(F)cc2)c2sc(C(=O)OC3CCOC3=O)cc12 (stereo unspecified)	-95	10	2.1*	17	3%[fluoresces]	-11	0	1	2
CCn1c(CSc2nc3ccccc3[nH]2)n[nH]c1=S	1	0	1.1	18	8%	-9	13	1	7
COc1ccc(OC)c(N(CC(=O)Nc2cccnc2)S(=O)(=O)c2ccc(OC)c(OC)c2)c1	3	-4	1	13	1%	-8	10	1	1
COc1ccc(N2CCCn3c2nc2c3c(=O)n(Cc3ccccc3F)c(=O)n2C)c(OC)c1	-5	4	1.2	9	3%	-29	-1	1	-3
Cc1ccc(S(=O)(=O)N[C@@H](C)C(=O)N2CCC(C(=O)N3CCC[C@H]3C(=O)O)CC2)cc1	4	-2	1	14	1%	-12	5	1	0
O=C(CCN1C(=O)COc2ccccc21)NCCCN1CCN(c2ccc(F)cc2)CC1	1	-4	1.1	11	7%	-5	2	1	2
COC(=O)c1ccc(CSc2ncnc3c2nnn3-c2ccc(F)cc2)o1	-6	-7	1.1	2	7%	17	8	0.98	5
COc1ccc(C2C(C(=O)NCCN(C)C)c3cc(OC)c(OC)cc3C(=O)N2C)cc1OC (stereo unspecified)	0	·	1.1	8	3%	-20	0	1.1	·
CC(C)Cc1ccc(/C(=N/O)C(=O)O)s1	-1	1	1	14	3%	-2	1	0.97	0
COc1ccc(-c2n[nH]c(C)c2-c2cnn(-c3ccccc3)c2)c(O)c1	-9	-1	1	19	4%	14	5	1.1	4
COc1cc(C2C(=O)N(C3CCCC3)CC(=O)N2Cc2ccco2)ccc1OC(C)C (stereo unspecified)	3	·	1.1	8	4%	3	7	0.99	·
O=C(COc1ccc2ccccc2c1Br)Nc1ncn[nH]1	3	6	1.1	-1	6%	-2	8	1.1	8
CC1N/C(=C\C(=O)c2ccccc2)N(O)C1(C)C (stereo unspecified)	-7	2	1.1	-19	5%	-11	5	1.1	5
Cc1csc(NC(=O)c2cnccn2)n1	-1	2	1.1	-4	0%	-11	3	1.1	-4
O=C(COC(=O)CNC(=O)c1ccco1)NCCN1C(=O)CSC1=O	1	3	0.99	11	3%	-12	8	1	4
CCCC(=O)Nc1cccc(NC(=O)c2ccc3c(c2)OCO3)c1	-1	-2	1.1	2	3%	13	-2	1	-2
CC1CN(c2ccc(Oc3ccccc3)cc2)c2nc3c(c(=O)n(CC(N)=O)c(=O)n3C)n2C1 (stereo unspecified)	-2	-3	1.1	-5	2%	-4	0	1	5
Cc1cc(Cl)ccc1NC(=O)CSc1nnc(Cc2cccs2)n1Cc1ccco1	0	9	1	4	4%	75*	0	0.98	3
CCOc1ccc(CNC(=O)C2CCN(S(=O)(=O)N3CCCC3)CC2)cc1OC	-5	2	1.1	10	9%	-10	-5	1	-2
O=C(CCn1c(=O)c2sccc2n(Cc2cc(=O)n3ccccc3n2)c1=O)NCc1ccco1	-14	-3	2.2*	8	10%	-12	2	1.1	2
N#CC(c1nc2ccccc2nc1N1CCCC1)S(=O)(=O)c1ccccc1 (stereo unspecified)	-61	·	2.3*	13	9%[fluoresces]	18	3	1.1	·
COC(=O)c1[nH]c2ccccc2c1NS(=O)(=O)c1ccc(OC)cc1OC	2	3	1.1	16	3%	28	13	1	6
C/C(=C\c1cc(C(=O)O)c(C)o1)CO	6	3	1	11	3%	-4	10	1	4
Additional structures follow.
SMILES	MMP13 inh	JNK3 blocker	Autofluor 339	HEK293 NFkB inh	NADH enzymes	tolC growth inh	PKA inh	A340 absorber	ROCK2 blocker
O=C(O)c1ccc(OCC(O)Cn2cnc3ccccc32)cc1 (stereo unspecified)	-6	1	1.1	10	3%	-13	-6	1	-1
COc1ccc(-c2cc(C(F)(F)F)n3ncc(C(=O)O)c3n2)cc1OC	0	0	1.2	8	6%	-8	8	1.1	6
COc1ccc(Cl)cc1NC(=O)CSc1nncn1-c1cccnc1	0	7	1.1	1	1%	14	11	1	4
CCOCC(=O)Nc1ccccc1C(=O)OCC	-5	9	1.1	5	7%	1	11	1.1	8
COc1ccc(NC(=O)CN2C(=O)C(C)Oc3ccccc32)c(OC)c1 (stereo unspecified)	1	2	1	17	6%	-8	7	1	3
COCCn1nnnc1C(C(C)C)N(Cc1cccnc1)Cc1ccccc1Cl (stereo unspecified)	0	0	1	10	3%	14	10	0.98	3
O=C(Nc1ccc(S(=O)(=O)N2CCOCC2)cc1)C1CCCCC1	4	·	1.1	11	2%	16	11	1.1	·
COc1ccccc1OCCSc1nnnn1-c1ccc(C)cc1	5	2	1.5	0	10%	65*	12	1	3
COc1cc(/C=c2\s/c(=C(/C#N)C(=O)N3CCCC3)n(-c3ccccc3)c2=O)ccc1O	8	4	1	16	5%	6	-1	1.1	3
CN1CCCC(OC(=O)COc2ccc(Br)cc2)C1 (stereo unspecified)	7	-1	1.1	9	1%	-6	-3	0.99	0
CCc1ccc2[nH]c(=O)c(CN(CCN3CCCC3)C(=O)NC3CCCCC3)cc2c1	-10	2	1.6	4	6%	22	8	0.98	-4
Cc1ccc(C)c(C(=O)N(Cc2nc(-c3ccc(Cl)cc3)no2)C(C)C)c1	1	-7	1.1	13	8%	77*	1	1.1	1
CCOC(=O)CSc1nc2cc3c(cc2cc1C#N)OCO3	-13	-7	1.4	-23	7%	6	2	1	1
c1ccc(CCc2ccccc2-c2nc(-c3cccnc3)no2)cc1	0	1	1.1	8	4%	73*	8	1	2
CCCC(=O)Nc1ccc(C(=O)NCC(=O)OCC)cc1	1	-5	1.1	5	1%	-8	-1	1	0
COc1ccccc1NC(=O)N1CCCC1C(=O)NCc1ccc(F)cc1 (stereo unspecified)	3	-1	1.1	12	4%	-20	2	1	3
CCN1C(=S)SC(=O)C1=C1C=C(C)N(Cc2ccco2)C(C)=C1	19*	·	1	-40	2%	22	10	1.1	·
CCCCNC(=O)Oc1cccc(N2CCCC2=O)c1	·	·	1.1	·	9%	-4	·	1	·
O=c1oc2ccccc2cc1C1=Nn2c(nnc2-c2cccnc2)SC1	1	-5	0.96	19	4%	-15	8	1.1	5
CCN=C(NCC)SC1CC(=O)N(c2ccccc2)C1=O (stereo unspecified)	7	1	1.1	4	3%	-24	3	1.1	4
O=C(CC1SCCNC1=O)Nc1cc(Cl)cc(Cl)c1 (stereo unspecified)	7	-8	1.3	9	2%	13	10	0.99	7
CCCCCCOC(=O)NCC(O)c1ccccc1 (stereo unspecified)	0	-1	1.1	-5	2%	16	4	1.1	2
Cn1c(=O)cc(N2CCCCC2)[nH]c1=O	2	0	1.1	20	5%	-8	4	1.1	4
